Hsp70 inhibitors: Hsp70 inhibitors, probe displacement, primary screen, biochemical, fluorescence polarization (AID 583); Heat shock 70 kDa protein 1A (Homo sapiens); Hsp70 fluorescence polarization probe displacement, mP; higher % means a stronger effect; displacement, % at 20 µM, or IC50 in µM where a hit was titrated; actives 0.06% (n = 140,000); in the data active = displacement above about 50%;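 note: plate controls were vehicle for no effect and reference ligand for full effect; a part of the inactive calls stands beside numbers as strong as those of hits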
MKP-3 inhibition: MKP-3 phosphatase inhibitors, primary screen, biochemical, rat enzyme, in vitro (AID 425); Dual specificity protein phosphatase 6 (Rattus norvegicus); recombinant MKP-3 phosphatase activity, fluorescence; higher % means a stronger effect; inhibition, % at 20 µM; hits with a dose series show IC50 in µM; actives 0.17% (n = 110,000); in the data active = inhibition above about 50%;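 note: plate controls were vehicle for no effect and reference inhibitor for full effect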
Numbers without * were called inactive; x = no result given; & = joins results of further samples. Only part of the results is shown; the hit share may differ from the screen's.

entry	Hsp70 inhibitors	MKP-3 inhibition	SMILES
1	0.7%	0.7%	Cc1ccc(C(C(=O)NC2CCCCC2)N(CCC(C)C)C(=O)CNC(=O)c2ccco2)o1 (configuration not stated)
2	10.8%	x	O=C(Oc1cccnc1)c1cc(S(=O)(=O)N2CCCCC2)ccc1Cl
3	1.1%	2.6%	C=C(CC(Cc1ccccc1)C(=O)O)c1ccccc1 (configuration not stated)
4	4.2%	-0.1%	CCN(CC)S(=O)(=O)c1ccc2oc(C(=O)NC(C)C)c(C)c2c1
5	-3.3%	-0.6%	CN1C(=O)C(=Cc2cccc(Cl)c2Cl)C(=O)N(C)C1=O
6	-1.5%	-11.9%	Cn1nc(CC(=O)NCCN2C(=O)CSC2=O)c2ccccc2c1=O
7	-5.6%	-13.3%	Cc1ccc2oc(=O)c3cnn(CC(=O)NCCN(C)C)c3c2c1
8	4.4%	-2.1%	Cc1oc(C(=O)O)cc1COc1cccc2cccnc12
9	5.3%	-3.1%	Cc1ccc(-c2nn(-c3ccccc3)c3[nH]c(=O)c(CNCCN(C)C)cc23)cc1
10	0.7%	-4.8%	Cn1c(C(=O)NCCN2CCc3ccccc3C2)cc2c(=O)n(C)c3ccccc3c21
11	3.5%	-6.6%	CCCCOc1cccc(C2(C(=O)O)CCCC2)c1
12	-0.3%	6.3%	Cc1ccc(OCC(=O)Nc2ccc(Nc3ccccc3)cc2)c(C)c1
13	7.0%	-3.4%	O=c1/c(=C/c2cn(Cc3ccc(F)cc3)c3ccccc23)sc2nc3ccccc3n12
14	-3.4%	-5.1%	Cc1cc2n(n1)C(c1cn(-c3ccccc3)nc1C)Nc1ccccc1-2 (configuration not stated)
15	9.1%	-5.4%	Cc1ccccc1-c1nc(CS(=O)(=O)CC(=O)NCCCN2CCCC2=O)c(C)o1
16	0.8%	x	O=C(C1CCCN(Cc2cccc(F)c2)C1)N1CCCCC1 (configuration not stated)
17	-4.5%	0.0%	CN(C)/C=C/c1oc2ccc(Oc3ncccc3C#N)cc2c1[N+](=O)[O-]
18	-2.4%	-6.0%	CCOC(=O)N1CCC(c2nc(C)sc2C(=O)O)CC1
19	0.1%	x	COCC(=O)n1nc(-c2ccc(Cl)cc2)nc1NCc1ccc(F)cc1
20	-0.8%	0.2%	O=C(Nc1ccc2c(c1)OCCO2)NC12CC3CC(CC(C3)C1)C2
21	4.4%	-14.9%	Cc1ccc2c(c1)N(Cc1ccc3c(c1)OCO3)C(=O)C(C)O2 (configuration not stated)
22	3.6%	-1.9%	Cn1c(SCC(=O)N2c3ccccc3Sc3ccc(Cl)cc32)nnc1-c1ccco1
23	x	-1.9%	COc1ccc(C2C=C(c3ccc(Br)s3)Nc3ncnn32)cc1OC (configuration not stated)
24	2.2%	-5.6%	CC1CCCC(C)N1C(=O)Nc1cccc(Cl)c1 (configuration not stated)
25	6.3%	4.3%	Cc1ccc(-c2nnc(SCC(=O)N3CCCc4ccccc43)n2N)cc1
26	6.2%	x	CC(=O)Nc1ccc(N2CCCCC2)cc1
27	-2.1%&-6.3%	-9.6%&1.4%	C=CCn1c(SCC(=O)NCc2ccco2)nc2sc3c(c2c1=O)CCC3
28	2.1%	-2.5%	Cc1nc2cccc(C(=O)NCc3ccccc3)c2o1
29	5.9%	-2.7%	COc1cccc(C2/C(=C(\O)c3c(C)nc4c(C)cccn34)C(=O)C(=O)N2CCCN(C)C)c1 (configuration not stated)
30	0.4%	7.1%	COc1cccc(CSc2nc3sc(C)c(C)c3c(=O)n2Cc2ccco2)c1

Copied from above: compounds 6 to 11
entry	Hsp70 inhibitors	MKP-3 inhibition	SMILES
6	-1.5%	-11.9%	Cn1nc(CC(=O)NCCN2C(=O)CSC2=O)c2ccccc2c1=O
7	-5.6%	-13.3%	Cc1ccc2oc(=O)c3cnn(CC(=O)NCCN(C)C)c3c2c1
8	4.4%	-2.1%	Cc1oc(C(=O)O)cc1COc1cccc2cccnc12
9	5.3%	-3.1%	Cc1ccc(-c2nn(-c3ccccc3)c3[nH]c(=O)c(CNCCN(C)C)cc23)cc1
10	0.7%	-4.8%	Cn1c(C(=O)NCCN2CCc3ccccc3C2)cc2c(=O)n(C)c3ccccc3c21
11	3.5%	-6.6%	CCCCOc1cccc(C2(C(=O)O)CCCC2)c1

Full records, looked up by structure. Order of screens: Hsp70 inhibitors | MKP-3 inhibition
Cc1nc2cccc(C(=O)NCc3ccccc3)c2o1 across the screens: 2.1% | -2.5%
Cn1nc(CC(=O)NCCN2C(=O)CSC2=O)c2ccccc2c1=O across the screens: -1.5% | -11.9%

The main list resumes, starting three compounds before the break.
entry	Hsp70 inhibitors	MKP-3 inhibition	SMILES
28	2.1%	-2.5%	Cc1nc2cccc(C(=O)NCc3ccccc3)c2o1
29	5.9%	-2.7%	COc1cccc(C2/C(=C(\O)c3c(C)nc4c(C)cccn34)C(=O)C(=O)N2CCCN(C)C)c1 (configuration not stated)
30	0.4%	7.1%	COc1cccc(CSc2nc3sc(C)c(C)c3c(=O)n2Cc2ccco2)c1
31	-2.3%	0.8%	NC(=S)N/N=C/c1cccn1-c1ccc([N+](=O)[O-])cc1
32	1.2%	-10.4%	COc1ccc(N2CCN(C(=O)CC(NC(N)=O)c3cccc(Oc4ccccc4)c3)CC2)cc1 (configuration not stated)
33	0.0%	3.2%	CC1=C(C(=O)Nc2ccc(C)cc2)C(c2ccc(C)cc2)NC(=S)N1 (configuration not stated)
34	3.1%&-2.8%	-6.7%&1.9%	O=C(CCNc1cc(Cl)cc(Cl)c1)c1ccco1
35	2.4%	x	COc1ccc(N2C(=O)C3CCCN3C2=O)cc1 (configuration not stated)
36	0.4%	-0.3%	COc1ccc(N(CC(=O)N/N=C(\C)c2ccccc2)S(=O)(=O)c2ccccc2)cc1Cl
37	3.3%	-3.3%	CCC1(C)N(O)C(C)(C)C(c2ccc(OC)cc2)=[N+]1[O-] (configuration not stated)
38	2.8%	-11.8%	Cc1ccc2c(CC(=O)O)coc2c1
39	1.5%	x	COc1ccccc1-n1cnc2cc(C(=O)NCCCN3CCOCC3)ccc21
40	1.9%	x	FC(F)(F)c1cc(-c2ccco2)nc(N2CCN(c3ccccc3)CC2)n1
41	2.4%	3.9%	Cc1ccccc1-c1n[nH]c(=S)o1
42	-0.5%	-6.5%	CCOC(=O)CC(=O)CSc1nnc2sc3ccccc3n12
43	-2.0%	4.2%	COc1ccccc1-n1cnc2cc(NC(=O)c3ccccc3)ccc21
44	-0.6%	-0.4%	C/C=C/C=C(/NC(=O)c1ccccc1)C(=O)OC
45	-1.1%	5.4%	Nn1cnc2scc(-c3ccc(Cl)cc3)c2c1=O
46	1.9%	-0.6%	CCCC1=C(C(=O)OCC)C(c2ccc(OC)cc2OC)NC(=O)N1 (configuration not stated)
47	1.9%	-1.6%	COc1ccc(C(=O)NCCN2CCN(C(=O)c3ccc(OC)cc3)CC2)cc1
48	-2.8%	2.9%	CCOc1ccc(NC(=O)COc2cc(C)c(Cl)c(C)c2)cc1
49	37.0%	-4.8%	CN1CCN(C(=O)Cn2c(=O)oc3cc(S(=O)(=O)NCc4ccccc4)ccc32)CC1
50	-0.1%	-2.4%	COc1ccc(CCNC(=O)c2ccn[nH]2)cc1OC
51	8.9%&2.8%	-5.8%&-0.3%	O=C(c1ccccc1-c1nc2ccccc2[nH]1)N1CCOCC1
52	-1.8%	2.9%	Oc1ccc(NC(=S)Nc2ccccc2)cc1
53	6.3%&-2.8%	-2.0%&-0.1%	O=C(/C=N/O)NCCN1CCCCC1
54	2.0%	-1.1%	CC1CN(C(=O)c2ccc([N+](=O)[O-])cc2)CC(C)O1 (configuration not stated)
55	235.3%	-1.0%	Cc1ccccc1OCCOc1ccccc1/C=c1\sc2nc3ccccc3n2c1=O
56	-4.8%	-8.3%	COc1ccc(S(=O)(=O)Nc2cccc(C)n2)c2ccccc12
57	1.8%	-6.7%	COC(=O)N1CN(C(=O)OC)CN(C(=O)OC)C1
58	-1.4%	1.0%	CC1(C)CC(=O)c2cc(OCC(=O)NCCN3CCCc4ccccc43)ccc2O1
59	-0.7%	x	COc1ccccc1CNC(=O)CCn1c(=O)sc2ccccc21
60	-5.2%	-1.0%	CC(C)Sc1nc(SCC(=O)NCc2ccco2)c2c3c(sc2n1)COC(C)(C)C3

Of the compounds above, these have a nitro group on carbon.
entry	Hsp70 inhibitors	MKP-3 inhibition	SMILES
17	-4.5%	0.0%	CN(C)/C=C/c1oc2ccc(Oc3ncccc3C#N)cc2c1[N+](=O)[O-]
31	-2.3%	0.8%	NC(=S)N/N=C/c1cccn1-c1ccc([N+](=O)[O-])cc1
54	2.0%	-1.1%	CC1CN(C(=O)c2ccc([N+](=O)[O-])cc2)CC(C)O1 (configuration not stated)

Next records follow.
entry	Hsp70 inhibitors	MKP-3 inhibition	SMILES
61	2.3%	x	O=C(COc1ccc(Cl)cc1)N1CCN(S(=O)(=O)c2ccc(Cl)cc2)CC1
62	-0.9%	1.6%	Cc1nc2ccccc2nc1CSc1nncs1
63	3.3%	4.4%	Cc1cc(OCC(=O)Nc2ccccn2)cc(C)c1Cl
64	-3.5%	-0.1%	Cc1ccc(C)c2[nH]c(=O)c(CN(CCN3CCOCC3)Cc3nnnn3CC3CCCO3)cc12 (configuration not stated)
65	-2.8%	6.4%	CCOC(=O)N1CCN(C(=O)CCn2c(=S)[nH]c3cc(OCC)c(OCC)cc3c2=O)CC1
66	7.6%	0.1%	Cn1c(=NC(=O)c2cnccn2)sc2ccccc21
67	0.9%	2.7%	Cc1cc(C)n2nc(-c3ccc(I)cc3)cc2n1
68	-8.4%	x	COC(=O)CSc1nc(C)cc(C(F)(F)F)c1C#N
69	-6.9%	-4.0%	Nc1c(C(=O)NCc2ccc3c(c2)OCO3)c2nc3ccccc3nc2n1CCCN1CCOCC1
70	-1.0%	-3.4%	O=C(Nc1cccnc1)c1cc(-c2cccs2)on1
71	-0.6%	-5.9%	COc1c(Cl)ccc(Cl)c1C(=O)NC(=O)N1CCOCC1
72	1.1%	1.8%	COc1ccccc1NC(=O)CN1CCN(CC(=O)Nc2ccccc2F)CC1
73	4.2%	x	COCCNC(=O)C1CCC(=O)N(c2ccc(OC)cc2)C1c1ccc(OC)c(OC)c1 (configuration not stated)
74	-1.8%	x	CCOC(=O)c1nnc(-c2ccc(C)cc2)nc1Sc1ccc(Cl)cc1
75	-1.1%	-12.6%	CCN1CCN(C(c2ccccc2)c2nnnn2CCc2ccc(OC)c(OC)c2)CC1 (configuration not stated)
76	1.0%	-1.9%	CC(=O)c1cccc(NC(=O)C2CCCN2S(=O)(=O)c2cccc3cccnc23)c1 (configuration not stated)
77	3.3%	1.1%	CC(C)c1ccc(NC(=O)c2cccc(Cl)c2)cc1
78	3.7%	-1.5%	O=C(c1ccco1)N1CCN(S(=O)(=O)c2ccccc2)CC1
79	3.5%	2.6%	CCOc1ccc(-n2c(=S)sc3c(=O)[nH]c(SCC(=O)NCc4ccco4)nc32)cc1
80	-4.9%&3.8%	-1.4%	c1ccc(Cn2ncc3c(N4CCOCC4)ncnc32)cc1
81	6.6%	0.0%	COc1cc(C2CC(=O)Nc3c2ccc2ccccc32)c(OC)cc1Br (configuration not stated)
82	6.1%	-9.5%	CCOC(=O)c1ccccc1NC(=O)c1ccc(Cl)c(S(=O)(=O)N2CCOCC2)c1
83	1.6%	-12.3%	COc1cccc(C(=O)Nc2cc(=O)n(C)c(=O)n2C)c1OC
84	0.2%	-2.5%	CC1(C)CC(=O)C(C=NCC(O)c2ccccc2)=C(O)C1 (configuration not stated)
85	5.0%	97.9%*	COc1ccc(S(=O)(=O)/N=C2\C=C(Br)C(=O)c3ccccc32)cc1
86	-0.6%	2.9%	CCN1CCN(C(=O)c2ccc3c(=O)n(CCC4=CCCCC4)c(=O)[nH]c3c2)CC1
87	-6.1%	0.4%	Cc1ccc(C)c(NC(=O)CSc2nnc([C@@H]3CCCN3C(=O)OC(C)(C)C)o2)c1
88	-5.0%	-1.9%	Cc1ccsc1C(=O)OCC(=O)NCC1CCCO1 (configuration not stated)
89	-5.2%	x	NC(=O)CSc1nnc(Cc2cccs2)n1C1CCCCC1
90	-3.7%	1.1%	COc1ccccc1/C=C1/SC(=O)N(CNc2cccc(Cl)c2)C1=O
91	-0.4%	2.9%	C=C(C)COc1ccc2c3c(c(=O)oc2c1C)CCCC3
92	-1.1%	-1.1%	O=C(NCc1ccco1)c1ccccc1NS(=O)(=O)c1cccs1
93	2.8%	-5.2%	O=C(CCC1CCCC1)Nc1ccon1
94	2.7%	x	NC(=O)CSc1nnc2n(-c3ccccc3)c(=O)c3c4c(sc3n12)CCCCC4
95	-2.4%&-5.4%	-5.1%&-0.2%	O=C1CC(N2CCN(Cc3ccc4c(c3)OCO4)CC2)C(=O)N1CCc1ccccc1 (configuration not stated)
96	-3.3%	-3.0%	CCCN1C(=O)c2ccc(C(=O)NCc3ccco3)cc2C1=O
97	-2.3%	0.1%	CCCc1cc(=O)n2[nH]c(NCc3ccccc3F)nc2n1
98	-1.8%	5.1%	CCOC(=O)c1nnn(-c2nc(N3CCCC3)nc(N3CCCC3)n2)c1-c1ccccc1
99	0.5%	0.8%	CCN(c1ccccc1)S(=O)(=O)c1ccc2[nH]cc(C(=O)NCCOC)c(=O)c2c1
100	-1.5%	-11.0%	COc1ccccc1CNC(=O)c1cnc2sccn2c1=O
101	-3.9%	0.1%	COc1ccc(OC)c(/C=C2/C=C(c3ccccc3)OC2=O)c1
102	6.4%	-3.4%	Cc1c(NC(=O)c2cccs2)cccc1NC(=O)c1cccs1
103	0.9%	x	Cc1cc(C)n(CC(O)COc2ccc(OCC(O)Cn3nc(C)cc3C)cc2)n1 (configuration not stated)
104	-1.4%	0.8%	CC1CCCC(C)N1C(=O)Cn1c(SCC(=O)NCc2ccc3c(c2)OCO3)nc2ccccc21 (configuration not stated)
105	1.6%	-0.6%	COC(=O)c1ccccc1NC(=O)CSc1nnc(CNS(=O)(=O)c2ccc(C)cc2)n1C
106	0.9%	x	Cc1cccc(-n2ncc3c(N4CCCc5ccccc54)ncnc32)c1
